Diaphorase inh: diaphorase inhibition or chemical oxidation counter-screen. inhibition, % at 20 µM. actives 0.69% (n = 190,000). diaphorase resazurin-to-resorufin fluorescence, NADH, 16 min; bacterial (C. kluyveri) enzyme, not human. AID 1217;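 active = primary screen inhibition at 20 µM above a set limit, cut at about 50% in these data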;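 also: plate controls were DMSO with full reaction for no effect and wells lacking NADH for full effect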
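System: Diaphorase enzyme from Clostridium kluyveri | Amount: Enzyme working solution with 0.14 U/mL diaphorase | Benchmarks: No-NADH positive control and DMSO neutral control | Signal: Fluorescence of resorufin formed from resazurin, Ex 544/Em 590 nm | Schedule: 16-min room-temperature incubation before reading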
PMI act hi M6P: activators of human phosphomannose isomerase at near-saturating mannose 6-phosphate; P34949; actives 0.34% (n = 190,000); activation factor at 20 µM; coupled PMI enzyme assay, resazurin fluorescence, 20 min; hits give high values; 1 = untreated enzyme, 0 = substrate-free blank; AID 1216;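 active = activation factor of 2 or more at 20 µM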
Target sequence (P34949 whole entry, looked up): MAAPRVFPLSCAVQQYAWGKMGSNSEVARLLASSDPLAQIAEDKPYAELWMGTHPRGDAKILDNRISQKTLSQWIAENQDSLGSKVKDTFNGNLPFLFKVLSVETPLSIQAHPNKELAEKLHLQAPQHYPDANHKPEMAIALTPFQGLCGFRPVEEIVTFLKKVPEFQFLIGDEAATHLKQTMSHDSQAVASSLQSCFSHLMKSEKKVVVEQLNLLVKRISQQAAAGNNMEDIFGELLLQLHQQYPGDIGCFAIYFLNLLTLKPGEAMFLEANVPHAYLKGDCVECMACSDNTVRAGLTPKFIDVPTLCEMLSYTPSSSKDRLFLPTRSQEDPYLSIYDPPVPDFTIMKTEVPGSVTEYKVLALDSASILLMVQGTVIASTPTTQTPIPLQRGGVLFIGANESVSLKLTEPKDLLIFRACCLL
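Test system: human phosphomannose isomerase with PGI, G6PDH, diaphorase coupling enzymes / Doses: 20 µM compound, 1% DMSO / Times: enzyme reaction with compound 20 min at room temperature / Measured by: Diaphorase-driven resazurin-to-resorufin fluorescence, excitation 544, emission 590 nm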
TNAP inh no acc: TNAP (human) inhibition, acceptor-free conditions; inhibition, % at 20 µM; P05186; purified TNAP, CDP-star luminescence, 30 min; actives 0.26% (n = 200,000);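 active = tissue-nonspecific alkaline phosphatase inhibition above about 50% at 20 µM in the single-dose screen, limit read from the data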;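 also: 0% = DMSO negative control and 100% = EDTA positive control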
PMI act: increases human mannose-6-phosphate isomerase activity. P34949. AID 1214. actives 0.005% (n = 190,000). purified human PMI, coupled resazurin fluorescence, 20 min; hits give high values; 1 = vehicle control, 0 substrate-free wells. activation factor at 20 µM;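 active = activation factor of 2 or more at 20 µM, relative to plate controls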
TNAP inh hiacc: blocks human TNAP under high phosphate acceptor concentration | AID 1135 | purified TNAP, CDP-star luminescence, 1 M DEA | actives 0.03% (n = 200,000) | inhibition, % at 20 µM;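 active = over 50% inhibition of tissue-nonspecific alkaline phosphatase at 20 µM in the single-dose screen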;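 also: plate controls were DMSO wells for no effect and EDTA-quenched wells as full inhibition for full effect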
Lmaj promast: reduces viability of Leishmania major promastigotes | inhibition, % at 10 µM | resazurin fluorescence viability | actives 9% (n = 200,000) | AID 1063; in the data active = inhibition above about 50%;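 also: promastigotes grown with compound for 44 hours at 28 °C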
bIAP inh: intestinal alkaline phosphatase (bovine) inhibition. inhibition, % at 20 µM. purified bovine IAP, CDP-star luminescence, 30 min. AID 1019. 190,000 tested, under 10 active;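 active = over 50% inhibition of intestinal alkaline phosphatase at 20 µM in the single-dose screen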
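Assay system: bovine IAP enzyme; medium: DEA buffer 100 mM, pH 9.8, with MgCl2 1.0 mM, ZnCl2 0.02 mM; doses: 20 µM single dose; incubation: enzyme reaction for 30 min at room temperature; detection: CDP-star luminescence signal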
bIAP activator: intestinal alkaline phosphatase (bovine) activation; activation factor at 20 µM; actives 0.17% (n = 200,000); AID 1016; purified bovine IAP, CDP-star luminescence, 30 min; hits give high values; fold of DMSO-control signal, blank-subtracted;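 active = activation factor of 2 or more at 20 µM, a signal rise over negative controls twice the positive control's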
Diaphorase act: activates diaphorase or chemically reduces, flagging diaphorase assay artifacts. Diaphorase/resazurin coupled assay, resorufin fluorescence, 16 min; hits give high values; 1 = vehicle wells, 0 = NADH-free wells. activation factor at 20 µM. actives 0.005% (n = 190,000);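 active = diaphorase activity raised at least twofold by the compound at 20 µM; inactive = activation factor below 2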
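test system = bacterial diaphorase enzyme (C. kluyveri) | quantity = enzyme 0.07 U/mL final | reagent = NADH substrate 0.114 mM plus resazurin dye 0.1 mM, final | incubation = 16 min enzyme reaction, ambient temperature | buffer or medium = HEPES pH 7.4 buffer with MgCl2 and Tween 20 | signal = fluorescence of resorufin, 544 nm excitation, 590 nm emission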
TNAP act hi DEA: activators of human TNAP at high phosphate acceptor concentration | P05186 | purified TNAP, CDP-star luminescence, 1 M DEA, 30 min; hits give high values; 0 = EDTA background, 1 = DMSO-only activity | activation factor at 20 µM | 200,000 tested, under 10 active | AID 1136;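 active = activation factor at least 2 at 20 µM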
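Dosing: 20 µM single point. System: human TNAP. Amount: TNAP 1/800 final. Incubation: 30 min, room temperature. Read-out: TNAP activation factor scaled between EDTA and DMSO control wells. Signal: luminescence from CDP-star hydrolysis. Medium: 1 M DEA, pH 9.8, Mg2+, Zn2+. Control set: EDTA negative control, DMSO positive control.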
Numbers without * were called inactive; · = not tested or not shown.

Structure,Diaphorase inh,PMI act hi M6P,TNAP inh no acc,PMI act,TNAP inh hiacc,Lmaj promast,bIAP inh,bIAP activator,Diaphorase act,TNAP act hi DEA
COc1ccc(CCNC(=O)c2nonc2N)cc1OC,1,1,-10,1,-6,-10,11,0.9,1,1.1
Cc1cccc(NC(=O)CN2C(=O)S/C(=C\C(=O)Nc3ccc(Cl)cc3)C2=O)c1,1,1.1,7,1.2,6,54*,-2,1,1,0.9
CCOc1ccc(Nc2ccc(N3C(=O)CCC3=O)cc2[N+](=O)[O-])cc1,11,0.9,17,1,24,-5,14,0.9,0.9,0.8
CC(C)NS(=O)(=O)c1ccc(CCC(=O)N2CCCC2)cc1,-8,1.1,-5,1.1,-2,-5,-30,1.3,1.1,1
Cc1nnc(NC(=O)CSc2ccc(-c3ccc(Cl)cc3)nn2)s1,-13,1.1,-4,1,-2,1,-3,1,1.1,1
CC(C)(C)c1ccc(C(=O)c2c[nH]c(C(=O)NCCCN3CCOCC3)c2)cc1,4,1,-1,0.9,-1,-1,-6,1.1,1,1
O=C(COc1ccc(F)cc1)N1CCC(c2ccccc2)C1 (configuration not stated),12,0.9,-6,0.9,0,-4,5,0.9,0.9,1
C=CCOc1c(Br)cc(C2C3=C(CCCC3=O)N(C)C3=C2C(=O)CCC3)cc1OCC,13,0.9,-16,1,-2,48,·,0.2,0.9,1
Cc1ccc2nc(CSc3nnc(-c4ccco4)o3)cc(=O)n2c1,31,0.9,-13,1,1,-2,20,0.8,0.7,1
CC(=O)NC(c1ccc([N+](=O)[O-])cc1)c1c(O)ccc2ccccc12 (configuration not stated),29,0.7,-11,0.8,-6,49,-2,1,0.7,1.1
Clc1ccc(OCCn2cnc3ccccc32)c(Cl)c1,-14,1.3,1,1.2,7,4,12,0.9,1.1,0.9
CCCN(CCC)S(=O)(=O)c1ccc(C(=O)NCc2ccc3c(c2)OCO3)cc1,16,1,-18,1,-3,-6,-1,1,0.8,1
CCOC1(OCC)C(c2ccc(N)cc2)C(C#N)(C#N)C1(OCC)OCC (configuration not stated),24,0.8,-3,0.8,0,63*,6,0.9,0.8,1
O=C(N1CCCCCC1)n1c(Cc2ccccc2)nc2ccccc21,7,1,-2,1,5,63*,5,0.9,0.9,1
Clc1ccccc1-c1nnc2sc(-c3ccncc3)nn12,21,0.9,-7,1,-1,-5,0,1,0.8,1
O=C1CCCN1CN1CCCCC1,6,1,-12,1,-5,-3,11,0.9,0.9,1.1
C=CCN(c1ccccc1Cl)S(=O)(=O)c1cccc(C(=O)NCCc2ccc(OC)cc2)c1,17,0.9,4,0.8,1,64*,11,0.9,0.8,1
O=C(c1cc(-c2ccccc2)nc2ccccc12)N1CCCc2ccccc21,22,0.9,-11,0.9,-1,30,-1,1,0.8,1
O=C(c1ccccc1C(F)(F)F)N1CCN(S(=O)(=O)c2ccccc2)CC1,-2,1,-8,1,-2,-2,9,0.9,1,1
Cc1cc(C)n2c(SCC(=O)NC3CCCCC3C)nnc2n1 (configuration not stated),12,0.9,-4,0.9,-1,-2,7,0.9,0.9,1
O=C(c1ccccc1)N1CCN(CC(O)COCC2CC=CCC2)CC1 (configuration not stated),12,1.1,-20,1.1,-10,45,-1,1,0.9,1.1
O=C(O)c1cc(NCc2ccccc2)ccc1N1CCOCC1,4,0.9,-7,0.9,-4,-3,0,1,1,1
COc1ccccc1OCCNC(=O)c1ccccc1C,6,1,-13,1,-3,-5,12,0.9,0.9,1
COc1ccc(/C=N/NC(=O)CCCCCNC(=O)c2ccccc2)cc1,8,1,-11,1,-2,31,17,0.8,0.9,1
CC(=O)Oc1cccc(N2C(=O)C3CC=C(Cl)CC3C2=O)c1 (configuration not stated),15,1,-6,1,-2,-3,3,1,0.9,1
COC(C(=O)NNC(=O)CCc1ccccc1)c1ccccc1 (configuration not stated),5,1,-132,1,-5,-4,-45,1.5,0.9,1.1
O=C1CCCC(O)=C1C=Nc1ccc2c(c1)oc1ccccc12,18,1,-15,0.9,-6,-1,5,1,0.8,1.1
CCOC(=O)Cc1csc(SCC(=O)Nc2cccc(Cl)c2)n1,7,1,-15,0.9,-5,2,25,0.7,0.9,1
CCOC(=O)c1ccc(N/N=C/c2cc(Br)cc([N+](=O)[O-])c2O)cc1,1,1.9,48,1.7,56*,-2,49,0.5,1,0.4
Cc1nnc(SCC(=O)Nc2ccccc2)n1CCc1ccccc1,9,1,-16,0.9,-6,-2,18,0.8,0.9,1.1
O=C(Nc1ccc2c(c1)CCC2)c1ccccc1Br,3,1,-1,1.2,-2,5,8,0.9,1,1
COc1ccc(NC(=O)C2CC(=O)n3cnnc3S2)cc1 (configuration not stated),16,0.7,-38,0.5,-6,98*,14,0.9,0.8,1.1
O=C(COC(=O)c1ccccc1F)c1ccc(-n2nncc2-c2ccco2)cc1,24,0.9,-12,1,-6,-10,5,0.9,0.8,1.1
CC(C)N(Cc1ccccc1)C(=S)NC1CCCCC1,12,1,-19,1,-8,19,12,0.9,0.9,1.1
CC1(C)Cc2c(C#N)c(NCc3ccco3)nc(-c3ccco3)c2CO1,20,1.1,-8,0.9,3,0,21,0.8,0.8,1
O=C(CCC1COc2ccccc2O1)Nc1cccnc1 (configuration not stated),11,0.9,-10,0.9,-1,11,5,0.9,0.9,1
Cc1ccc(NC(=O)c2ccc3c(c2)C(=O)N(Cc2cccnc2)C3=O)c(C)c1,0,1,-9,1,-7,-6,9,0.9,1,1.1
O=C(CSCc1ccc(F)cc1)N1CCOCC1,-5,1,-6,1.1,-3,-1,2,1,1.1,1
COc1ccccc1CNC(=O)Cn1cnc2ccccc2c1=O,14,1,-10,1,-6,-6,15,0.9,0.9,1.1
Cc1cc(C)c(S(=O)(=O)n2cnc3ccccc32)c(C)c1,12,1.1,-7,1,-1,-3,10,0.9,0.9,1
CCCOC(=O)/C(C)=N\NC(=O)c1ccco1,-3,1.1,-16,1.1,-5,-2,-26,1.3,1,1
CCOc1cc(/C=N/NC(=O)c2ccc(-c3csc(Nc4ccc(C)cc4)n3)cc2)ccc1OCC(=O)O,32,1,-11,1,-6,-6,-7,1.1,0.7,1.1
Cc1ccc(CO/N=C/C2=C(Cl)c3ccccc3CC2)cc1,10,1,0,1,-1,-3,49,0.5,0.9,1
CN(C)c1ccc(C=C(c2nnnn2-c2ccccc2)c2nnnn2-c2ccccc2)cc1,8,1,8,0.9,15,4,9,0.9,0.9,0.8
CC12CCC(C(=O)N(CCCN3CCN(Cc4ccccc4)CC3)C1=O)C2(C)C (configuration not stated),5,1,-8,1.1,-3,95*,-4,1,1,1
CCOc1ccc(N2CC(C(=O)NCc3ccc(F)cc3)CC2=O)cc1 (configuration not stated),16,0.9,-13,0.9,-4,2,1,1,0.8,1
Cc1csc(NC(=O)CSc2nnc3ncccn23)n1,11,0.8,-7,1.1,-5,-1,4,1,0.9,1.1
Cc1c(C(=O)OC(C)C)[nH]c2c1C(=O)CCC2,7,1,-10,1,1,-2,12,0.9,0.9,1
Cc1ccccc1NC(=O)c1cccc2nc3ccccc3nc12,18,0.9,-2,1,-5,-3,-4,1,0.8,1.1
O=C(CN1CCN(S(=O)(=O)c2ccc3ccccc3c2)CC1)Nc1ccc(N2CCOCC2)cc1,14,0.9,-10,0.9,1,1,-6,1.1,0.9,1
COc1ccc(Nc2nnc(SCC3CCCCO3)s2)cc1 (configuration not stated),-10,1.1,-2,1.1,-8,9,13,0.9,1.1,1.1

A few values from the results shown.
Cc1csc(NC(=O)CSc2nnc3ncccn23)n1 in Diaphorase act reads 0.9
Cc1ccccc1NC(=O)c1cccc2nc3ccccc3nc12 in Diaphorase inh reads 18

Results in TNAP inh no acc and TNAP inh hiacc (3 entries from above):
Compound	TNAP inh no acc	TNAP inh hiacc
Cc1csc(NC(=O)CSc2nnc3ncccn23)n1	-7	-5
Cc1c(C(=O)OC(C)C)[nH]c2c1C(=O)CCC2	-10	1
Cc1ccccc1NC(=O)c1cccc2nc3ccccc3nc12	-2	-5

Bioassay records (PubChem)
